# Wnt bcat act: Wnt/beta-catenin pathway activation. Wnt/beta-catenin reporter cell assay, activator, plate reader. activation, % at 9.35 µM. 300,000 compounds, 1.2% hits. AID 743398; in the data active means activation above about 30%, passing the limit was not always enough;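 further: 0% = neutral control wells and 100% = positive control wells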
# cardiac RTF act: cardiac RTF calcium sensitization; activation, % at 7.2 µM; IANBD-labeled TnC RTF fluorescence at EC20 calcium; 0% EC20 calcium, 100% full calcium; 340,000 compounds, 0.24% hits;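 active means activation above the mean over all tested compounds plus 3 SD, cut at about 30% in these data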;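 further: rise in fluorescence read as greater calcium sensitivity of cardiac thin filaments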
# CAL PDZ FP-1: blocks peptide binding to the human CAL PDZ domain | inhibition, % at 24.9 µM | 300,000 compounds, 0.92% hits | purified CAL PDZ, TMR-peptide fluorescence polarization, 1 h | AID 602252;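 active means mean inhibition of at least 30% with at least half of replicates also reaching 30%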;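 further: 0% = DMSO neutral control and 100% = excess unlabeled competitor peptide PRC23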
# V-ATPase pH: alters yeast V-ATPase proton transport. S. cerevisiae, pHLuorin cytosolic pH fluorescence. response, % at 10 µM. 350,000 compounds, 0.37% hits; in the data active means response mostly above about 7.3%, no sharp cut-off; inactive means mostly below about 5.4%; further: actives read high; inactives centre near 0; some compounds called inactive have numbers as strong as hits; reference of the scale not given here
# CAL PDZ FP-2: inhibitors of human CAL PDZ peptide binding | Q9HD26 | purified CAL PDZ, TMR-peptide fluorescence polarization, 1 h | inhibition, % at 20 µM | 330,000 compounds, 0.02% hits | AID 504414;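 active means highest replicate inhibition of at least 40%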;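 further: plate controls were DMSO neutral control wells for no effect and unlabeled competitor peptide control wells for full effect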
#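 Assay system – tagged CAL PDZ protein CerCALP, purified · Timing – 1 h at RT · Compound – single point, 20 µM · Measured by – fluorescence polarization from S- and P-plane intensities, G-factor corrected · Evaluation – inhibition from polarization loss · Probe or stimulus – TMR reporter peptide T*-PRC34 · Buffer or medium – pH 7.4 phosphate-saline buffer, reducing agent, detergent, IgG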
# CDK5 p35 inh: inhibitors of human CDK5/p35 kinase. Q00535+Q15078. Recombinant CDK5/p35, ADP-Glo luminescence, 60 min. inhibition, % at 10 µM. 330,000 compounds, 0.01% hits;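 active means highest replicate inhibition of at least 50% and at least 75% of replicates reaching 50%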;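 further: plate controls were DMSO neutral control for no effect and GW8510 at 10 µM for full effect; many of its hits are not listed in these tables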
# dFosB act: mouse delta FosB homodimer activation; P13346; purified delta FosB, TAMRA-CDK5 oligo fluorescence polarization; percent of positive-control signal above neutral wells; activation, % at 25 µM; 340,000 compounds, 0.99% hits; AID 493131;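 active means mean activation above about 17%, with every replicate also reaching it, limit read from the data, passing the limit was not always enough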;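 further: fluorescence polarization rise as delta FosB binds a TAMRA Cdk5 AP-1 oligo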
# Target sequence (P13346 whole entry, looked up): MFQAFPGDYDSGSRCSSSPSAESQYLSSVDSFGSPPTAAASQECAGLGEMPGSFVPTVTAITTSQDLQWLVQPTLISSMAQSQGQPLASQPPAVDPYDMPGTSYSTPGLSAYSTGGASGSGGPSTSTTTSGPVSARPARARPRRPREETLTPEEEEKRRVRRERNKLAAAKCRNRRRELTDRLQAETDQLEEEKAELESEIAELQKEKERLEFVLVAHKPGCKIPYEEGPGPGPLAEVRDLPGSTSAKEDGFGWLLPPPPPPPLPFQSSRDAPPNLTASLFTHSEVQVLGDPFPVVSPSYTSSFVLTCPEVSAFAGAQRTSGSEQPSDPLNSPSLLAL
# MITF TRPM1 HTS: activators of MITF-driven TRPM1 promoter activity in SK-MEL-5 cells; SK-MEL-5 TRPM1-promoter luciferase, 24 h; % of positive control, neutral wells = 0; activation, % at 12.5 µM; 300,000 compounds, 0.75% hits; AID 588334;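 active means mean activation of at least 80% with every replicate also reaching 80%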;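 further: 0% = neutral control wells and 100% = parthenolide positive control wells; values of inactives mirror those of a sister screen read the other way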
# Rtt109 Vps75: C. albicans Rtt109 histone acetyltransferase inhibition; AID 540336; inhibition, % at 34.9 µM; Q5AAJ8; 330,000 compounds, 0.16% hits; purified Rtt109/Vps75, ThioGlo CoA-SH fluorescence, 4 h;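 active means inhibition of at least 50% in every replicate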
# Target sequence (Q5AAJ8 whole entry, looked up): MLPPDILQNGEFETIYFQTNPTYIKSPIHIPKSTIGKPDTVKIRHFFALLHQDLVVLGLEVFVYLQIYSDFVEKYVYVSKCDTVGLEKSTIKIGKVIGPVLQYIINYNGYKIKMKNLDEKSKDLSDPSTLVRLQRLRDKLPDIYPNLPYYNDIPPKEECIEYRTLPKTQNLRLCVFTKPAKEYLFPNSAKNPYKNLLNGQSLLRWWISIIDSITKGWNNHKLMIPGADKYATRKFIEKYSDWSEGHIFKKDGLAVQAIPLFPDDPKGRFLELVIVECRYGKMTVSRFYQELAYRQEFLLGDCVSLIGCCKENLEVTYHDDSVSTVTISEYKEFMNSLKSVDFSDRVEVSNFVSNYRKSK
# Tat transport: inhibitors of E. coli Tat protein transport. inhibition, % at 10 µM. E. coli MC4100 TorA-mCherry Tat export, fluorescence. 340,000 compounds, 0.036% hits;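 active means mean replicate inhibition at least 50% and at least half of replicates individually reaching 50%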;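 further: exported cargo escapes ClpAP degradation while cytoplasmic cargo is degraded and loses fluorescence; 0% = median of neutral control wells and 100% = median of NaSCN control wells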
# * = called active by the depositor; . = not tested or not shown.
SMILES,Wnt bcat act,cardiac RTF act,CAL PDZ FP-1,V-ATPase pH,CAL PDZ FP-2,CDK5 p35 inh,dFosB act,MITF TRPM1 HTS,Rtt109 Vps75,Tat transport
O=C(NNC(=O)c1ccc([N+](=O)[O-])cc1)c1ccc(NS(=O)(=O)c2cccs2)cc1,4,4,-1,-1,0.2,1.6,-1,-11,-5,5
Cc1cc(C)nc(NS(=O)(=O)c2ccc(NS(=O)(=O)c3ccc(C#N)cc3)cc2)n1,1,-2,-4,0,-1.1,0.9,2,-8,1,3
Nc1nc(SCC(=O)NCCCN2CCOCC2)nc2sc3c(c12)CCC3,-2,3,-4,4,-2.8,-1.3,-4,-6,1,-8
COCCNC(=O)Cn1cc(C(=S)N2CCOCC2)c2ccccc21,1,-5,2,3,-0.7,3.0,4,-14,-7,-9
COc1ccccc1CNC(=O)Cn1ccc2cc(S(=O)(=O)N3CCCC3)ccc21,-4,-1,-2,4,-2.1,-2.4,-9,-1,-8,-4
CCCCCCSc1nnc(N)s1,5,4,-2,-4,-1.6,0.5,-7,15,12,5
Cc1ccc(-c2[nH]ncc2/C=N/n2c(COc3ccccc3C)nc3ccccc3c2=O)cc1,25,2,-1,2,-0.8,-1.2,-9,12,-3,5
CCN(CC)S(=O)(=O)c1ccc(C)c(NC(=S)N2CCN(Cc3ccc4c(c3)OCO4)CC2)c1,1,-5,4,-2,0.3,0.3,-12,-20,4,8
O=C(COc1ccc(S(=O)(=O)NC2CCCCC2)cc1)Nc1ccc2c(c1)OCCO2,0,-8,-3,0,0.0,-1.2,1,-14,3,-4
O=C(N/N=C\c1cccnc1)c1ccccc1O,3,4,.,3,-1.1,0.1,1,38,3,-4
CC1CCC(NC(=O)CSc2nncs2)CC1 (configuration not stated),7,-3,3,-6,-0.3,1.4,-13,2,-5,14
C=C(C)[C@@H](O)COc1c2ccoc2cc2oc(=O)ccc12,-3,-10,2,-5,-0.7,0.8,-6,0,-9,-1
CCCNC(=O)c1ccc2c(c1)CCN2S(C)(=O)=O,-15,0,-7,-2,.,3.1,0,0,4,10
Cc1cc(=O)oc2cc(OCC(=O)NCCCn3ccnc3)ccc12,1,1,15,-2,-1.2,-1.8,-10,10,-6,-10
CC(C)Cn1cnc2c(SCCc3ccccc3)nc(N)nc21,-1,1,4,0,-0.9,0.9,-5,47,-5,1
CC(C)(C)C(=O)Cn1c(NCCO)nc2ccccc21,.,0,-2,-1,0.4,6.2,0,-3,15,1
CN1CCN(CCC(=O)N/N=C/C=C2\N(C)c3ccccc3C2(C)C)CC1,-1,-5,0,-2,0.6,0.4,-7,5,-2,-8
Cc1cc(N2CCOCC2)n2cc(-c3ccccc3)nc2n1,-2,-5,-1,-1,-3.3,2.1,0,-8,16,7
O=c1c2c(nc3n1CCCCC3)sc1c(O)c(Br)ccc12,11,-10,.,2,-0.8,-1.2,-1,35,-3,3
CN(C)Cc1cc(C(C)(C)c2ccccc2)ccc1O,-5,-5,-1,6,-1.1,-1.3,-12,7,0,-12

# Profiles from above:
# Cc1cc(C)nc(NS(=O)(=O)c2ccc(NS(=O)(=O)c3ccc(C#N)cc3)cc2)n1 in the list: Wnt bcat act = 1; cardiac RTF act = -2; CAL PDZ FP-1 = -4; V-ATPase pH = 0; CAL PDZ FP-2 = -1.1; CDK5 p35 inh = 0.9; dFosB act = 2; MITF TRPM1 HTS = -8; Rtt109 Vps75 = 1; Tat transport = 3
# CN(C)Cc1cc(C(C)(C)c2ccccc2)ccc1O in the list: Wnt bcat act = -5; cardiac RTF act = -5; CAL PDZ FP-1 = -1; V-ATPase pH = 6; CAL PDZ FP-2 = -1.1; CDK5 p35 inh = -1.3; dFosB act = -12; MITF TRPM1 HTS = 7; Rtt109 Vps75 = 0; Tat transport = -12
# CCCCCCSc1nnc(N)s1 in the list: Wnt bcat act = 5; cardiac RTF act = 4; CAL PDZ FP-1 = -2; V-ATPase pH = -4; CAL PDZ FP-2 = -1.6; CDK5 p35 inh = 0.5; dFosB act = -7; MITF TRPM1 HTS = 15; Rtt109 Vps75 = 12; Tat transport = 5

# Returning to the listing, starting 6 compounds before the break.
SMILES,Wnt bcat act,cardiac RTF act,CAL PDZ FP-1,V-ATPase pH,CAL PDZ FP-2,CDK5 p35 inh,dFosB act,MITF TRPM1 HTS,Rtt109 Vps75,Tat transport
CC(C)Cn1cnc2c(SCCc3ccccc3)nc(N)nc21,-1,1,4,0,-0.9,0.9,-5,47,-5,1
CC(C)(C)C(=O)Cn1c(NCCO)nc2ccccc21,.,0,-2,-1,0.4,6.2,0,-3,15,1
CN1CCN(CCC(=O)N/N=C/C=C2\N(C)c3ccccc3C2(C)C)CC1,-1,-5,0,-2,0.6,0.4,-7,5,-2,-8
Cc1cc(N2CCOCC2)n2cc(-c3ccccc3)nc2n1,-2,-5,-1,-1,-3.3,2.1,0,-8,16,7
O=c1c2c(nc3n1CCCCC3)sc1c(O)c(Br)ccc12,11,-10,.,2,-0.8,-1.2,-1,35,-3,3
CN(C)Cc1cc(C(C)(C)c2ccccc2)ccc1O,-5,-5,-1,6,-1.1,-1.3,-12,7,0,-12
CCn1c(=O)c(C(=O)CN2CCCc3ccccc32)c(N)n(Cc2ccccc2)c1=O,1,31*,0,-2,0.0,0.9,7,6,4,0
COc1ccc(C2C(C(=O)c3ccc(C)o3)=C(O)C(=O)N2Cc2cccnc2)cc1OC (configuration not stated),0,2,-2,-1,-2.3,1.0,-6,11,2,0
CCS(=O)(=O)N1CCC(C(=O)Nc2cccc(C(C)=O)c2)CC1,-1,-1,0,2,-2.3,-1.2,0,.,2,5
CCOc1ccc(NC(=S)NNc2ccnc3cc(Cl)ccc23)cc1,22,10,2,0,-0.2,0.2,-5,-26,10,-8
O=C1CC(Sc2nnnn2-c2ccccc2)C(=O)N1c1cccc(Cl)c1 (configuration not stated),.,-3,0,1,0.2,0.6,-1,-17,-6,-5
CCCCN(C(=O)c1cnc2n(c1=O)CCS2)c1ccccc1,-2,1,2,0,1.5,0.1,-2,0,-3,3
Cc1c(NC(=O)CN2C(=O)NC3(CCCCC3C)C2=O)cccc1[N+](=O)[O-] (configuration not stated),-1,-5,.,0,-0.2,-0.2,-6,7,4,-2
CC(CCc1ccccc1)NC(=O)c1ccc(Br)o1 (configuration not stated),-5,-2,-3,3,1.1,0.1,1,3,-8,-5
COc1ccc(C2CC(c3ccc(C(F)(F)F)cc3)=NN2c2ccc(S(N)(=O)=O)cc2)cc1 (configuration not stated),-4,-4,5,-11,0.6,-4.2,-13,-3,0,1
CC(CCc1ccccc1)NC(=O)COC(=O)c1cccs1 (configuration not stated),0,4,-3,-4,-1.4,2.0,3,6,-15,2
Cn1cc(SCC(=O)O)c2ccccc21,-2,-3,2,-4,-2.1,0.1,2,.,.,-11
CCN(CC)S(=O)(=O)c1ccc(N2CCOCC2)c(NS(=O)(=O)c2cccs2)c1,-1,6,-5,-3,0.3,-1.0,3,2,-10,-4
Nc1nc(CSc2ncn(-c3ccccc3)n2)cs1,18,1,.,2,-3.1,1.4,-5,61,1,-7
CC12CCC(C/C1=N\N=C1\NC(=O)/C(=C\c3cccc(Br)c3)S1)C2(C)C (configuration not stated),0,3,-2,5,-1.9,-3.2,-7,15,-3,-5
Cc1cccc(-n2c(N)cc(=O)nc2SCC(=O)Nc2nnc(C)s2)c1,.,3,-6,0,-3.0,-1.8,-9,-5,0,-3
CCOC(=O)CN1C(=O)Nc2ccc(Br)cc2C1c1ccccc1 (configuration not stated),-3,5,-1,0,-2.6,-0.7,-9,.,4,-4
O=C(CCNS(=O)(=O)c1cccc2nsnc12)NCc1ccccc1,0,2,-3,-3,-3.6,-2.8,-11,-7,10,-8
CCCC(=O)Nc1sc(C)c(C)c1C(=O)Nc1cccc(C)c1,-2,10,0,3,-2.7,-1.6,-3,19,5,-1
CC(C)c1ccc(/C=N/NC(=O)C2CCCC2)cc1,27,4,.,1,0.0,-0.4,-8,140*,0,9
Cc1cc(F)ccc1S(=O)(=O)Nc1ccccc1C(=O)Nc1ccc2[nH]c(=O)[nH]c2c1,.,-4,-2,3,-0.8,-0.6,-5,4,15,2
CN(C)/C=C/c1[nH]c(=O)[nH]c(=O)c1[N+](=O)[O-],-1,1,77*,1,-0.3,-1.8,6,7,1,-3
CC(=O)N1CCN(CC(O)COc2ccc(S(=O)(=O)N3CCOCC3)cc2)CC1 (configuration not stated),-3,2,-1,-2,3.3,-4.7,3,7,-5,3
COc1cc(NC(=S)N2CCCC2)cc(OC)c1,4,-2,8,3,-2.1,3.4,-5,-2,0,4
CN1c2ccccc2Oc2nnc(Cl)cc21,7,-8,-1,3,-2.6,2.3,0,-2,-17,-11
N#Cc1ccc(CN2CCN(C(=O)c3cccc(S(=O)(=O)N4CCCCCC4)c3)CC2)cc1,-4,6,-3,4,1.2,-4.8,-11,-7,-4,-7
O=C(Nc1ccccc1)Nc1nnc(-c2ccccc2)o1,1,-8,0,-3,-2.6,-0.2,2,16,2,-2
Fc1ccc(-c2cc(C(F)(F)F)nc(N3CCCCC3)n2)cc1,1,2,-1,-1,.,-0.4,2,.,-1,-7
CCc1nc2ccccc2n1CC(C)C(=O)O (configuration not stated),.,-6,6,-6,-0.8,-0.2,8,-4,-5,-6

# MITF TRPM1 HTS: what is marked active above
smiles	Wnt bcat act	CAL PDZ FP-1	V-ATPase pH	CAL PDZ FP-2	CDK5 p35 inh	dFosB act	MITF TRPM1 HTS	Rtt109 Vps75	Tat transport
CC(C)c1ccc(/C=N/NC(=O)C2CCCC2)cc1	27	.	1	0.0	-0.4	-8	140*	0	9

# Screening data: PubChem, several laboratories
